Neddylation inh: inhibitors of cullin neddylation, primary screen, biochemical, TR-FRET, uHTS, NAE and Ubc12; calls only at 25 µM; 360,000 compounds, 0.58% hits; in the data active = inhibition above about 36%
Rin1 Abl inh: inhibitors of Rin1-Abl protein binding, primary screen, biochemical, TR-FRET. AID 588664, 2011. 360,000 compounds, 0.4% hits. inhibition, % at 7.35 µM; in the data active = inhibition above about 5%, passing the limit was not always enough
CSN deneddyl inh: inhibitors of CSN-mediated cullin deneddylation, primary screen, biochemical, fluorescence polarization, uHTS; inhibition, % at 12.5 µM; COP9 signalosome complex subunit 5 (Homo sapiens), Q92905; 360,000 compounds, 0.38% hits; AID 651999, 2013; Purified CSN, SCF-Nedd8-OG deneddylation;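 active = pattern-corrected inhibition above about 35%, with an unprinted fluorescence ratio check between 0.5 and 1.5, limit read from the data, passing the limit was not always enough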;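 note: 0% = enzyme with substrate and 100% = substrate without enzyme; some results filed as inactive read as strong as hits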
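Material: purified human Csn5 enzyme expressed in HEK293T cells / Medium: Tris buffer pH 7.5, NaCl, DTT, Tween-20, trehalose, ovalbumin / Compound dosing: 12.5 µM single point / Schedule: 90 min incubation of compound, enzyme and substrate at room temperature / Signal: fluorescence polarization of the substrate / Control set: no-enzyme wells high, enzyme-with-substrate wells low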
E coli Lon inh: inhibitors of E. coli Lon protease, primary screen, biochemical, fluorescence polarization; AID 602123, 2011; inhibition, % at 7.94 µM; purified E. coli Lon protease; 360,000 compounds, 0.42% hits; in the data active = inhibition above about 13%, passing the limit was not always enough;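 note: 0% = enzyme with probe and DMSO and 100% = no enzyme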
PABP1 MLLE inh: inhibitors of PABP1 MLLE–PAM2 peptide binding, primary screen, biochemical, fluorescence polarization, FITC-PAM2, GST-MLLE; Polyadenylate-binding protein 1 (Homo sapiens), P11940; inhibition, % at 20 µM; 360,000 compounds, 0.36% hits; AID 588489, 2011; in the data active = inhibition above about 35%, passing the limit was not always enough;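 note: plate controls were DMSO wells with GST-MLLE for no effect and wells lacking GST-MLLE protein for full effect; some results filed as inactive read as strong as hits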
MsrA inhibitor: bovine MsrA enzyme inhibitors, primary screen, biochemical, absorbance, HTS | Methionine sulfoxide reductase A (Bos taurus) | purified bovine MsrA, absorbance read-out | inhibition, % at 15.5 µM | 360,000 compounds, 0.75% hits | AID 651718, 2012; in the data active = inhibition above about 4.5%;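 note: 0% = vehicle wells with enzyme and 100% = reference inhibitor wells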
bovine MsrA act: bovine MsrA enzyme activators, primary screen, biochemical, absorbance, HTS; purified bovine MsrA, absorbance read-out; Methionine sulfoxide reductase A (Bos taurus); 360,000 compounds, 0.3% hits; activation, % at 10.6 µM; in the data active = activation above about 7.5%;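 note: 0% = vehicle and 100% = reference activator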
FAS TE block: FAS thioesterase domain inhibitors, primary screen, biochemical, fluorescence intensity, uHTS | Fatty acid synthase (Homo sapiens), P49327 | recombinant FAS-TE, OMFH fluorogenic substrate, fluorescence endpoint | inhibition, % at 15 µM | 360,000 compounds, 0.67% hits | AID 602261, 2012;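 active = compounds whose normalised, plate-corrected inhibition of enzyme fluorescence in the single-dose primary screen is 50% or more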;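 note: 0% = DMSO with enzyme and 100% = substrate without enzyme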
Tb MetRS inh: T. brucei MetRS inhibitors, primary screen, biochemical, luminescence; methionyl-tRNA synthetase (Trypanosoma brucei brucei); purified T. brucei MetRS, ATP depletion, Kinase-Glo luminescence; inhibition, % at 11.9 µM; 360,000 compounds, 0.4% hits; AID 624268, 2012;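 active = inhibition above a per-plate cutoff of the control wells' mean inhibition plus 3 SD, cut at about 5.5% in these data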;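 note: 0% = DMSO wells median and 100% = median of wells with control inhibitor compound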
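technique = Kinase-Glo luminescence, ATP depletion format | system = purified MetRS (methionyl-tRNA synthetase) enzyme from Trypanosoma brucei | timing = 15 min preincubation, 2 h reaction, all 25 °C | evaluation = percent inhibition versus plate control medians | dosing = single dose, 11.9 µM final nominal, 0.9% final DMSO | also added = substrates ATP, L-methionine and bulk Escherichia coli tRNA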
* hit, by the source's call.

Screening C=CCNc1nnc(SCC(=O)Nc2ccccc2OC)c2ccccc12 returned Neddylation inh inactive, Rin1 Abl inh 0, CSN deneddyl inh 6, E coli Lon inh 0, PABP1 MLLE inh -13, MsrA inhibitor 0.0, bovine MsrA act 4, FAS TE block 2 and Tb MetRS inh -0.2.
CCOC(=S)SCC(=O)Nc1nc(C)c(C)s1 was read as Neddylation inh inactive, Rin1 Abl inh -2, CSN deneddyl inh -1, E coli Lon inh -3, PABP1 MLLE inh 27, MsrA inhibitor 1.1, bovine MsrA act -6, FAS TE block -12 and Tb MetRS inh -1.1.
Screening O=C(CNCc1ccc(Cl)cc1)NCc1ccco1 returned Neddylation inh inactive, Rin1 Abl inh 3, CSN deneddyl inh 0, E coli Lon inh -8, PABP1 MLLE inh -5, MsrA inhibitor -1.0, bovine MsrA act -5, FAS TE block -9 and Tb MetRS inh 0.2.
Cc1ccc(-c2nc3ncccc3o2)cc1NC(=O)CC(C)C was read as Rin1 Abl inh 0, CSN deneddyl inh 4, E coli Lon inh -2, PABP1 MLLE inh -4, MsrA inhibitor -0.7, bovine MsrA act -3, FAS TE block -6 and Tb MetRS inh -0.4.
`COc1ccccc1OCc1ccc(C(=O)NCC(C)C)o1` gave Neddylation inh inactive, Rin1 Abl inh 0, CSN deneddyl inh 0, E coli Lon inh 10, PABP1 MLLE inh 1, MsrA inhibitor -0.6, bovine MsrA act -10, FAS TE block -4 and Tb MetRS inh -1.9.
`Cc1cc(N(C)C)ccc1N=Nc1ccc(N)cc1` gave Neddylation inh inactive, Rin1 Abl inh -4, CSN deneddyl inh 14, E coli Lon inh -14, PABP1 MLLE inh -59, MsrA inhibitor 1.0, bovine MsrA act -2, FAS TE block 20 and Tb MetRS inh 0.5.
`COc1cc(NC(=O)Nc2cccc(Cl)c2)c(C(=O)O)cc1OC` gave Rin1 Abl inh -3, CSN deneddyl inh -1, E coli Lon inh 4, PABP1 MLLE inh -1, MsrA inhibitor -0.2, bovine MsrA act -4, FAS TE block -1 and Tb MetRS inh -0.1.
`O=C(CSc1ccc2nnc(-c3ccccn3)n2n1)Nc1ccccc1F` gave Neddylation inh inactive, Rin1 Abl inh -1, CSN deneddyl inh 3, E coli Lon inh 3, PABP1 MLLE inh -10, MsrA inhibitor 0.8, bovine MsrA act -4, FAS TE block -7 and Tb MetRS inh 0.3.
`CC(NC(=O)c1ccccc1NC(=O)c1ccco1)C(=O)O` (stereo not drawn) gave Neddylation inh inactive, Rin1 Abl inh -2, CSN deneddyl inh 3, E coli Lon inh 1, PABP1 MLLE inh 3, MsrA inhibitor 0.2, bovine MsrA act 5, FAS TE block -11 and Tb MetRS inh -0.3.
For CN(Cc1ccccc1)C(=O)COC(=O)CNS(=O)(=O)c1ccc2ccccc2c1 the results were Neddylation inh inactive, Rin1 Abl inh -5, CSN deneddyl inh -3, E coli Lon inh 10, PABP1 MLLE inh -6, MsrA inhibitor -1.7, bovine MsrA act -6, FAS TE block 6 and Tb MetRS inh -0.6.
Screening COc1ccccc1CCNC(=O)CCn1nc(C)c2c(C)n(-c3ccccc3)nc2c1=O returned Neddylation inh inactive, Rin1 Abl inh -2, CSN deneddyl inh -4, E coli Lon inh 2, PABP1 MLLE inh 6, MsrA inhibitor -0.2, bovine MsrA act -3, FAS TE block -2 and Tb MetRS inh -0.6.
CN1CCN(c2ccccc2NC(=O)c2ccc3c(c2)OCCO3)CC1 was read as Neddylation inh inactive, Rin1 Abl inh 2, CSN deneddyl inh -3, E coli Lon inh 16*, PABP1 MLLE inh -3, MsrA inhibitor 0.6, bovine MsrA act 2, FAS TE block -5 and Tb MetRS inh -0.5.
`CC1CN(CC(=O)c2c(N)n(Cc3ccccc3)c(=O)n(C)c2=O)CC(C)O1` (stereo not drawn) gave Neddylation inh inactive, Rin1 Abl inh 0, CSN deneddyl inh 6, E coli Lon inh -3, PABP1 MLLE inh -2, MsrA inhibitor -0.9, bovine MsrA act -3, FAS TE block -8 and Tb MetRS inh -0.1.
O=C(Nc1cc(S(=O)(=O)N2CCOCC2)ccc1N1CCCC1)c1ccc(Cl)cc1 was read as Neddylation inh inactive, Rin1 Abl inh 0, CSN deneddyl inh 7, E coli Lon inh -8, PABP1 MLLE inh 36, MsrA inhibitor 0.1, bovine MsrA act -8, FAS TE block 1 and Tb MetRS inh -0.4.
Screening CN(Cc1ccccc1)c1nc(-c2ccc([N+](=O)[O-])cc2)nc2ccccc12 returned Neddylation inh inactive, Rin1 Abl inh -1, CSN deneddyl inh -1, E coli Lon inh -6, PABP1 MLLE inh -5, MsrA inhibitor 1.3, bovine MsrA act -3, FAS TE block 36 and Tb MetRS inh -0.3.
O=C(O)C1C2C=CC3(CN(Cc4ccncc4)C(=O)C13)O2 (stereo not drawn) was read as Neddylation inh inactive, Rin1 Abl inh 4, CSN deneddyl inh -2, E coli Lon inh -2, PABP1 MLLE inh 6, MsrA inhibitor 1.1, bovine MsrA act -10, FAS TE block -8 and Tb MetRS inh -1.3.
Screening Nc1nonc1-n1nnc(C(=O)N/N=C/c2ccc(O)cc2)c1CN1CCCCCC1 returned Neddylation inh inactive, Rin1 Abl inh -1, CSN deneddyl inh -4, E coli Lon inh -2, PABP1 MLLE inh -14, MsrA inhibitor 0.8, bovine MsrA act -1, FAS TE block -4 and Tb MetRS inh -0.7.
For O=C(NCCCn1ccnc1)c1cc2ccccc2o1 the results were Neddylation inh inactive, Rin1 Abl inh -7, CSN deneddyl inh 5, E coli Lon inh 1, PABP1 MLLE inh -1, MsrA inhibitor -0.1, bovine MsrA act -1, FAS TE block -8 and Tb MetRS inh -0.2.
`CCC(C)Sc1ccc(-c2nc3ccccn3c2NCc2ccccc2)cc1OC` (stereo not drawn) gave Rin1 Abl inh 1, CSN deneddyl inh 2, E coli Lon inh -13, PABP1 MLLE inh -3, bovine MsrA act -1, FAS TE block 25 and Tb MetRS inh -0.2.
`CCOC(=O)c1c(-c2ccsc2)csc1N` gave Neddylation inh inactive, Rin1 Abl inh 1, CSN deneddyl inh 0, E coli Lon inh -2, PABP1 MLLE inh 24, MsrA inhibitor 0.2, bovine MsrA act -7, FAS TE block 4 and Tb MetRS inh -0.9.

Random excerpt: 2 entries already listed, in no set order.
`CC(NC(=O)c1ccccc1NC(=O)c1ccco1)C(=O)O` (stereo not drawn) gave Neddylation inh inactive, Rin1 Abl inh -2, CSN deneddyl inh 3, E coli Lon inh 1, PABP1 MLLE inh 3, MsrA inhibitor 0.2, bovine MsrA act 5, FAS TE block -11 and Tb MetRS inh -0.3.
Screening C=CCNc1nnc(SCC(=O)Nc2ccccc2OC)c2ccccc12 returned Neddylation inh inactive, Rin1 Abl inh 0, CSN deneddyl inh 6, E coli Lon inh 0, PABP1 MLLE inh -13, MsrA inhibitor 0.0, bovine MsrA act 4, FAS TE block 2 and Tb MetRS inh -0.2.

The listing continues:
For Cc1cc(NC(=O)CCS(=O)(=O)c2ccc(F)cc2)no1 the results were Neddylation inh inactive, Rin1 Abl inh 1, CSN deneddyl inh -7, E coli Lon inh 6, PABP1 MLLE inh 5, MsrA inhibitor 0.1, bovine MsrA act 0, FAS TE block -8 and Tb MetRS inh 0.7.
Screening COc1ccc(OC)c(NC(=O)C2(C)CCN2Cc2ccc(OC)c3ccccc23)c1 (stereo not drawn) returned Neddylation inh inactive, Rin1 Abl inh 1, CSN deneddyl inh -4, E coli Lon inh 5, PABP1 MLLE inh 4, MsrA inhibitor -1.2, bovine MsrA act -4, FAS TE block 13 and Tb MetRS inh 0.0.
Screening O=C(CCc1nnc(-c2ccsc2)o1)N1CCCCC1CCn1ccnc1 (stereo not drawn) returned Neddylation inh inactive, Rin1 Abl inh -3, CSN deneddyl inh -8, E coli Lon inh -5, PABP1 MLLE inh 0, MsrA inhibitor -0.1, bovine MsrA act -1, FAS TE block -2 and Tb MetRS inh -0.1.
For CN1/C(=C\C=N\NC(=O)c2ccc(O)cc2)C(C)(C)c2ccccc21 the results were Neddylation inh inactive, Rin1 Abl inh -3, CSN deneddyl inh 33, E coli Lon inh 13, PABP1 MLLE inh -31, MsrA inhibitor 2.7, bovine MsrA act -4, FAS TE block -11 and Tb MetRS inh -0.6.
COc1ccc(C2/C=C\CN(S(=O)(=O)c3ccc(C)cc3)[C@H](Cc3ccccc3)C(=O)N2Cc2ccc(F)cc2)cc1 (stereo partly drawn) was read as Neddylation inh inactive, Rin1 Abl inh 1, CSN deneddyl inh 2, E coli Lon inh 9, PABP1 MLLE inh -4, bovine MsrA act -1, FAS TE block 15 and Tb MetRS inh -0.2.
Screening CCOC(=O)C(=O)N/N=C(/c1ccccc1)c1ccc(OC)cc1 returned Neddylation inh inactive, Rin1 Abl inh -1, CSN deneddyl inh 3, E coli Lon inh -12, PABP1 MLLE inh -8, MsrA inhibitor 0.4, bovine MsrA act -3, FAS TE block 0 and Tb MetRS inh 0.1.
CCc1noc(C)c1C(=O)NC1CCCc2c1cnn2-c1ccc(C(C)(C)C)cc1 (stereo not drawn) was read as Neddylation inh inactive, Rin1 Abl inh -1, CSN deneddyl inh -2, E coli Lon inh -2, PABP1 MLLE inh -1, MsrA inhibitor -0.6, bovine MsrA act -5, FAS TE block 0 and Tb MetRS inh -0.2.
Screening Clc1cccc(-c2nc3c4ccccc4ccn3c2CC2CCCCC2)c1 returned Neddylation inh inactive, Rin1 Abl inh 0, CSN deneddyl inh 4, E coli Lon inh -10, PABP1 MLLE inh -15, MsrA inhibitor 0.0, bovine MsrA act -3, FAS TE block 12 and Tb MetRS inh -0.1.
For O=C(Nc1ccccc1F)C(=O)Nc1cccc2ccccc12 the results were Neddylation inh inactive, Rin1 Abl inh -1, CSN deneddyl inh 2, E coli Lon inh 0, PABP1 MLLE inh -17, MsrA inhibitor -1.4, bovine MsrA act -1, FAS TE block -1 and Tb MetRS inh -0.4.
Screening C=CCNC(=O)c1c(CSc2ccccc2)noc1C(=O)NCc1ccccc1 returned Neddylation inh inactive, Rin1 Abl inh 5, CSN deneddyl inh -1, E coli Lon inh 3, PABP1 MLLE inh -2, MsrA inhibitor 0.5, bovine MsrA act -13, FAS TE block 11 and Tb MetRS inh 0.0.
Screening Cc1ccc(NC(=O)CNC(c2ccccc2)c2ccccc2)c(F)c1 returned Neddylation inh inactive, Rin1 Abl inh -2, CSN deneddyl inh 1, E coli Lon inh -4, PABP1 MLLE inh -8, MsrA inhibitor -1.7, bovine MsrA act -2, FAS TE block 19 and Tb MetRS inh 0.6.
`CCCCN(C(=O)c1ccc(N2CCCC2=O)cc1)c1c(N)n(CCCC)c(=O)[nH]c1=O` gave Neddylation inh inactive, Rin1 Abl inh 0, CSN deneddyl inh -3, E coli Lon inh 3, PABP1 MLLE inh 3, MsrA inhibitor 0.1, bovine MsrA act -6, FAS TE block -1 and Tb MetRS inh -0.6.
For COc1ccc(C(=O)Nc2ccc(Oc3ncnc4sc(-c5ccccc5)cc34)cc2)cc1OC the results were Neddylation inh inactive, Rin1 Abl inh -3, CSN deneddyl inh 4, E coli Lon inh -7, PABP1 MLLE inh 0, MsrA inhibitor -0.1, bovine MsrA act -3, FAS TE block 1 and Tb MetRS inh 0.4.

Bioassay records (PubChem)
